Screening data: PubChem BioAssay, several laboratories
TLR9-MyD88 block: TLR9-MyD88 interaction inhibition. CHO BLA complementation TLR9-MyD88, CCF4 FRET ratio. inhibition, % at 4.98 µM. 0.21% of 340,000 active;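 active means inhibition above the mean over all tested compounds plus 3 SD, cut at about 21% in these data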;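 further: 0% = DMSO only wells and 100% = clavulanate BLA inhibitor control wells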
MC4R barr agon: agonists of human melanocortin 4 receptor (MC4R) beta-arrestin; U2OS MC4R beta-arrestin complementation, luminescence; percent of melanotan II response, DMSO zero; activation, % at 8.9 µM; 0.98% of 360,000 active; AID 540308;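 active means activation above a per-plate cutoff, the mean activation of sample wells on that plate plus 3 SD, cut at about 8% in these data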
MC4R antagonist: antagonists of human melanocortin 4 receptor (MC4R); P32245; MC4R-expressing cells, MTII-stimulated cAMP, LANCE TR-FRET; inhibition, % at 6.5 µM; 0.48% of 360,000 active; AID 540295;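 active means inhibition above its plate's cutoff, the mean of tested wells on that plate plus 3 SD, cut at about 29% in these data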;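 further: 0% = Melanotan II alone and 100% = Melanotan II plus saturating MCL0020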
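System: U2OS-MC4R stable cell line; Technique: Eu-cAMP/anti-cAMP TR-FRET, emission 671 nm; Repeats: single well per compound; Also added: Melanotan II; Dosing: one concentration, 6.5 µM nominal; Schedule: 30-min compound, 1-h challenge, 1-h detection, room temperature.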
NOD2-RIPK2 inh: blocks binding of human NOD2 to RIPK2; O43353; CHO BLA complementation NOD2-RIPK2, CCF4 ratio; inhibition, % at 4.98 µM; 0.38% of 360,000 active; in the data active means inhibition above about 21%;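 further: 0% = vehicle only and 100% = reference blocker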
ABCB6 inh MLPCN: human ABCB6 transporter inhibition | AID 602162 | Q9NP58 | fluorescence ratio to DMSO, % at 10 µM | 0.19% of 360,000 active | K562-ABCB6 porphyrin accumulation, flow cytometry, 1 h; active compounds read low;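 active means fluorescence ratio to DMSO below 75%, the collection mean minus 3 SD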;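 further: signal is porphyrin accumulated inside mitochondria; 100% equals median channel fluorescence of DMSO control wells; lower ratio means ABCB6 inhibition with less porphyrin fluorescence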
Target sequence (Q9NP58 whole entry, looked up): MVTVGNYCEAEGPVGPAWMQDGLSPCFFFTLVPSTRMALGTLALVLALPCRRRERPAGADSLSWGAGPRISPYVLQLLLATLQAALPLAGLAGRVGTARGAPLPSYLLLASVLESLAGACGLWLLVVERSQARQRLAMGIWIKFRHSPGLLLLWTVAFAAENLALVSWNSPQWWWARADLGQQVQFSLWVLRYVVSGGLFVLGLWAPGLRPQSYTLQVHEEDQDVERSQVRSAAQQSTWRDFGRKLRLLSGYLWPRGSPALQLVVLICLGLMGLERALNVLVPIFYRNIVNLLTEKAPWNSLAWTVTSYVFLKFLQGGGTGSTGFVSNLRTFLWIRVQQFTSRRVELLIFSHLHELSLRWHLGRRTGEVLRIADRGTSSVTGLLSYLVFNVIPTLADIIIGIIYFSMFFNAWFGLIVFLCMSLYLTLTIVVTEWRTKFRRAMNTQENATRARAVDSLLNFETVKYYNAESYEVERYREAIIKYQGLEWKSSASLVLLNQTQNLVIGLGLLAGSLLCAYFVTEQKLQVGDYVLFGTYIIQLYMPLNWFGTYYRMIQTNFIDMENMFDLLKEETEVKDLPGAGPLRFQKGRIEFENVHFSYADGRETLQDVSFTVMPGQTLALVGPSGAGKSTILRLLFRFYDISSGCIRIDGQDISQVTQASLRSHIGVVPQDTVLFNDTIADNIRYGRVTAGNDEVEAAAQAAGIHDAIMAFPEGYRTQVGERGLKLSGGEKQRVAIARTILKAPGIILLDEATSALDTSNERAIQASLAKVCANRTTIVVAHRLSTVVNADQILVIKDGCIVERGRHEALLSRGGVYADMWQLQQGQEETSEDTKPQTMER
Exocytosis inh: blocks lytic granule exocytosis; TALL-104 LAMP-1 surface exposure, flow cytometry; cells stimulated with thapsigargin and PMA; inhibition, % at 10 µM; 0.66% of 360,000 active; AID 651702;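 active means inhibition above about 55%, limit read from the data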
ABHD5-PLIN5 inh: ABHD5-PLIN5 protein interaction inhibition. Q00G26+Q8WTS1. Split G. princeps luciferase complementation, luminescence, 4 h. inhibition, % at 4 µM. 0.78% of 360,000 active;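 active means inhibition above the mean inhibition across every tested compound plus 3 SD, cut at about 22% in these data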;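 further: 0% = DMSO only wells and the 100% control is not disclosed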
Glyco luc inh: N-linked glycosylation inhibition. AID 588692. D54 ERlucT glycosylation luciferase reporter, 24 h; percent of 100 nM tunicamycin response. reporter increase, % at 12.5 µM. 0.23% of 360,000 active;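 active means mean luciferase reporter signal, scaled so untreated is 0 and the glycosylation-blocking control 100, at or above a set limit in every replicate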;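 further: luciferase carries N-glycosylation sites so blocking glycosylation raises the light; 0% = median of neutral control wells and 100% = median of 100 nM tunicamycin wells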
Vif imaging: blocks HIV Vif function; inhibition, % at 7.49 µM; HEK293T cells, Vif self-association by quenched fluorescence, imaging, 24 h; 0.35% of 340,000 active; in the data active means inhibition above about 50%, passing the limit was not always enough; further: some results filed as inactive read as strong as hits
aDG glyco act: alpha-DG glycosylation activation | activation, % at 10 µM | Pro5-aDG cells, alpha-DG glycosylation AlphaScreen (IIH6); 0% Pro5, 100% B10-LARGE cell signal | AID 624168 | 0.22% of 360,000 active;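 active means activation of at least 8% versus controls, or a plate z-score of at least 8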;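 further: Pro5 are CHO cells carrying HIG-tagged alpha-DG that lacks glycosylation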
An asterisk follows results filed as active; x = no result given; & = joins results of further samples.

Structure	TLR9-MyD88 block	MC4R barr agon	MC4R antagonist	NOD2-RIPK2 inh	ABCB6 inh MLPCN	Exocytosis inh	ABHD5-PLIN5 inh	Glyco luc inh	Vif imaging	aDG glyco act
CCCN1C(=S)c2ccccc2C1c1ccccc1 (configuration not stated)	-5.8	-2.2	1.4	-2.6	99.0	35.8	2.2	-3.7	-0.7	-0.1
Nc1ccn(C2OC(CCl)C(O)C2O)c(=O)n1 (configuration not stated)	-7.4	0.4	3.1	-4.4	102.0	-6.3	-1.6	0.9	-9.5	0.0
Cc1ccc(S(=O)(=O)N(c2nc(N(C)C)nc(N(C)C)n2)n2cnnc2)cc1	5.1	-1.0	8.9	8.6	101.0	-2.5	-8.0	-1.8	-22.5	0.0
COc1ccccc1NC(=O)c1ccc(S(=O)(=O)N2CCOCC2)cc1	-9.9	1.1	-2.8	4.3	89.0	1.0	-4.6	-1.0	-9.2	-0.3
COc1ccc(C)cc1NC(=S)N1CCN(c2ncccn2)CC1	-8.7	0.4	6.0	-0.8	88.0	1.6	2.1	0.7	-1.5	0.3
NC1=NC(c2ccc(Br)cc2)n2c(nc3ccccc32)N1 (configuration not stated)	-1.5&-3.5	-1.3&1.2	-0.8&12.6	-18.1&-2.3	109.0&92.0	-9.5&-4.1	3.5&9.7	-0.5&1.8	-4.6&-1.6	0.3&-0.3
COc1cc(NC(=O)COc2ccc3c(C)cc(=O)oc3c2C)cc(OC)c1OC	-1.7	2.3	5.2	18.5	99.0	-9.9	0.8	2.0	13.9	0.2
CC(C)[C@H](NC(=O)C1CC(=O)N(c2ccc3c(c2)OCCO3)C1)C(=O)NC1CCCC1 (some centres not stated)	-3.3	-2.0	5.8	1.2	105.0	-11.9	0.8	0.3	7.2	-0.2
O=C(c1ccco1)N1N=C(c2ccc(Cl)cc2)CC1(O)C(F)(F)F (configuration not stated)	5.9	-0.2	2.3	-8.7	97.0	-2.4	-2.7	-0.1	1.0	-0.1
CC(/C=C/c1ccccc1)=N\NC(=O)Cn1cncn1	6.8	0.4	-0.1	-9.1	96.0	-4.1	-3.3	1.2	10.5	0.0
OCCC1CN(CC2CCCCC2)CCN1C1CCCC1 (configuration not stated)	13.0	0.5	6.1	-4.3	95.0	-0.3	-0.4	1.6	19.7	0.4
O=C(CCC(=O)c1ccc(Cl)cc1)OCc1nc2ccsc2c(=O)[nH]1	-1.8	-1.0	10.3	5.6	96.0	5.7	4.4	0.4	-0.9	-0.4
COc1cccc(NC(=O)N(C)C[C@H]2Oc3cc(C#Cc4ccncc4)ccc3S(=O)(=O)N([C@H](C)CO)C[C@H]2C)c1	-0.3	0.0	9.7	5.6	99.0	6.0	13.0	2.6	x	0.2
O=c1c([N+](=O)[O-])c(NC2CCCCC2)c2ccccc2n1-c1ccccc1	-18.8	2.0	11.7	-9.5	101.0	1.0	-10.7	1.2	-5.5	-0.1
COc1ccc(-c2cc(C(=O)Nc3cccc(Cl)c3)no2)cc1	-3.0	-1.9	2.8	-5.0	107.0	-9.8	4.1	-3.2	7.3	-0.2
NS(=O)(=O)c1ccc(CCNC(=O)C2CCCN2C(=O)c2cccs2)cc1 (configuration not stated)	-2.9	0.3	-1.7	0.5	95.0	-0.4	4.2	-0.1	-24.1	-0.3
CCOC(=O)C1C(=O)C(=O)N(Cc2ccccc2)C1C(=O)OCC (configuration not stated)	-14.5	-0.1	6.2	-8.0	100.0	-0.9	-4.1	0.6	-7.3	0.1
COCC(C)NCc1ccccc1C (configuration not stated)	-0.8	-0.9	1.2	-2.8	195.0	-8.5	1.4	0.4	x	0.1
Cn1nccc1C(=O)N1CCN(S(=O)(=O)c2ccc(Br)s2)CC1	-2.2	0.1	20.0	-3.3	94.0	4.5	-0.5	-0.4	x	0.1
CC(=O)Nc1ccc(C(=O)COC(=O)C2CC2C)c(F)c1 (configuration not stated)	-3.3	-1.5	-2.3	-6.0	96.0	2.6	2.0	-10.1	-14.1	0.0
CCN1CCN(C(=O)N[C@@H](C(=O)N[C@@H]2C(=O)N3C(C(=O)O)=C(CSc4nnnn4C)CS[C@H]23)c2ccc(O)cc2)C(=O)C1=O	6.2	-0.6	14.6	-2.1	96.0	3.4	1.3	2.1	-2.2	0.0
CCOc1ccc(CCNC(=O)COC(=O)COc2ccc(Cl)cc2)cc1OCC	2.0	1.1	1.3	-10.2	108.0	-2.2	0.6	1.5	-5.1	-0.1
CCCCCCCCN1C(=O)[C@H](CC(=O)N2CCC(c3ccccc3)CC2)C[C@@]2(C(=O)OC)CC(C)(C)CC=C12	x	x	x	-5.7	x	1.6	-3.0	x	x	0.1
Cn1c(SCC(=O)Nc2cccc(S(=O)(=O)NC3=NCCCCC3)c2)nnc1-c1ccncc1	-14.3	-1.9	4.6	6.6	96.0	-1.8	-2.9	0.0	-0.8	-0.3
C[C@]12c3[nH]c4cc(-c5ccco5)ccc4c3CCN1C(=O)[C@@H](CC(=O)NCCc1ccccn1)C[C@@H]2C(=O)N1CCCCC1	3.6	1.2	-4.1	-7.0	100.0	-4.7	41.8*	-2.3	-0.5	1.6
CC(=O)Nc1nc(C)nc(C)c1C(C)=O	1.6	2.1	2.1	-4.3	102.0	5.0	-0.7	-1.3	6.9	0.1
CCN1C(=O)c2ccccc2S(=O)(=O)c2ccc(C(=O)NCC(OC)OC)cc21	7.6	-2.6	7.5	-4.8	91.0	0.5	-6.6	0.8	x	0.0
CC(C)CN(C(=O)COC(=O)C12CC3CC(CC(C3)C1)C2)c1c(N)n(Cc2ccccc2)c(=O)[nH]c1=O	18.7	-1.9	12.3	9.0	98.0	-5.3	6.1	5.9	2.3	0.4
CCn1nc(C)cc1C(=O)NC1CC(C)(C)Cc2c1cnn2-c1cccc(F)c1 (configuration not stated)	-3.8	-0.1	2.8	-2.3	98.0	-3.0	9.8	-2.1	-6.4	-0.3
COC(=O)c1cc(=O)[nH]c(SCc2cccc(C)c2)n1	-6.2	-0.6	4.0	-4.6	100.0	-4.2	6.2	3.4	0.0	0.1
Cc1ccc(C)c(NC(=O)CCN2C(=O)[C@@H]3Cc4ccccc4CN3C2=O)c1	4.2	-0.2	8.2	4.5	100.0	-1.2	-2.1	1.8	0.4	-0.1
COC(=O)CC(CP(=O)(O)CN(C)C=O)C(=O)OC (configuration not stated)	-0.1	-1.4	11.0	-0.4	100.0	-9.0	-1.8	2.4	-23.1	-0.2
CC(=O)N1CCC2(CC1)C/C(=N\NC(=S)Nc1ccc(C)cc1)c1cc(O)ccc1O2	-3.5	-4.5	8.6	5.1	99.0	-3.0	-2.9	-1.7	27.8	-0.3
CN(C(=O)COC(=O)c1cccs1)c1c(N)n(Cc2ccccc2)c(=O)[nH]c1=O	3.4	-3.0	4.9	6.4	99.0	11.9	-7.1	-2.0	-2.4	-0.3
CCOc1cc2[nH]c(=O)n(CC3CCC(C(=O)NCCC(C)C)CC3)c(=O)c2cc1OCC (configuration not stated)	1.1	-0.1	5.7	-1.4	98.0	4.6	0.1	1.4	10.9	-0.1
CN(C)CCNC(=O)COc1ccc(Cl)cc1Cl	-4.0	-2.0	10.3	-5.3	96.0	-4.8	7.2	-2.0	16.3	0.0
COc1ccccc1CNC(=O)COC(=O)CC1CC2CCC1C2 (configuration not stated)	-4.5	2.1	4.7	1.2	94.0	-0.3	-3.8	1.4	-5.3	-0.3
CCCCc1nc2n[nH]c(N)c2c2c1CCC2	-0.5	-0.6	3.1	-1.8	98.0	-2.6	-1.6	-3.3	3.7	0.4
COc1ccc(C(=O)Nc2ccc(S(=O)(=O)N3CCCCC3)cc2)cc1	-0.2	-1.1	4.2	-8.7	100.0	1.9	-3.6	-4.4	17.2	0.1
COc1cccc(NC(=O)CN(C)C(C)C(=O)NC(=O)NC2CCCCC2)c1 (configuration not stated)	5.5	-3.9	17.4	3.7	100.0	-2.0	-15.6	-1.4	-5.8	0.2

ABHD5-PLIN5 inh, hit marks shown above.
Structure	TLR9-MyD88 block	MC4R barr agon	MC4R antagonist	NOD2-RIPK2 inh	ABCB6 inh MLPCN	Exocytosis inh	ABHD5-PLIN5 inh	Glyco luc inh	Vif imaging	aDG glyco act
C[C@]12c3[nH]c4cc(-c5ccco5)ccc4c3CCN1C(=O)[C@@H](CC(=O)NCCc1ccccn1)C[C@@H]2C(=O)N1CCCCC1	3.6	1.2	-4.1	-7.0	100.0	-4.7	41.8*	-2.3	-0.5	1.6

Additional entries follow:
Structure	TLR9-MyD88 block	MC4R barr agon	MC4R antagonist	NOD2-RIPK2 inh	ABCB6 inh MLPCN	Exocytosis inh	ABHD5-PLIN5 inh	Glyco luc inh	Vif imaging	aDG glyco act
CCc1nnc(NC(=O)c2ccc(NC(=O)C(C)C)cc2)s1	-4.0	-2.0	-3.6	-8.1	98.0	-1.1	4.5	2.9	5.9	0.0
CCCSc1nc2c(c(=O)n(C)c(=O)n2C)n1C	-0.8	-0.9	0.9	4.9	97.0	6.2	5.6	0.4	6.8	0.1
CSc1ncccc1C(=O)OCC(=O)NC1CCCCC1	-2.1	-0.1	-2.7	-1.9	98.0	2.5	-2.8	1.7	-3.9	0.0
CCN=C(NS(=O)(=O)c1ccc(Br)cc1)c1ccc(Cl)cc1	-7.3	-2.9	13.2	-3.4	100.0	-0.4	2.7	-0.9	-1.7	-0.1
COc1ccc(OC)c(C2C(C(C)=O)=C(O)C(=O)N2c2ccc(F)cc2)c1 (configuration not stated)	-2.0	3.7	-2.8	-6.8	98.0	-1.5	-32.3	1.7	0.0	2.3

Reformatted with two lines to a compound: part of the list above.
Fields – TLR9-MyD88 block | MC4R barr agon | MC4R antagonist | NOD2-RIPK2 inh | ABCB6 inh MLPCN | Exocytosis inh | ABHD5-PLIN5 inh | Glyco luc inh | Vif imaging | aDG glyco act
COc1ccc(C)cc1NC(=S)N1CCN(c2ncccn2)CC1
→ -8.7 | 0.4 | 6.0 | -0.8 | 88.0 | 1.6 | 2.1 | 0.7 | -1.5 | 0.3
NC1=NC(c2ccc(Br)cc2)n2c(nc3ccccc32)N1 (configuration not stated)
→ -1.5&-3.5 | -1.3&1.2 | -0.8&12.6 | -18.1&-2.3 | 109.0&92.0 | -9.5&-4.1 | 3.5&9.7 | -0.5&1.8 | -4.6&-1.6 | 0.3&-0.3

The list is partial; the hit share may differ from the screen's.
